# HepG2 tox = HepG2 cytotoxicity, counter-screen for TGF-b inhibitors; Potency, µM (series often up to 46.1 µM), for inactives: top-dose activity change, negative = cytotoxicity, hits mostly cytotoxic; HepG2 CAGA-GFP viability, ATP luminescence, 18 h; 410,000 tested, 0.76% active; note: potency is the fitted concentration of half-maximal effect; some results filed as inactive show a strong effect at the top dose
#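 HepG2 CAGA-GFP cells (1000/well, DMEM with 1% FBS) received compound, then TGF-beta at 500 pg/mL final, and were incubated 18 hours at 37 degrees C. Viability was read by CellTiter-Glo luminescence. Media-only wells were set as complete cell-killing and DMSO as no toxicity.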
# MmCpn inh = M. maripaludis TRiC chaperonin inhibition; purified Mm-Cpn ATPase, ADP Transcreener TR-FRET; Potency, µM (titrated, usually from 76.9 µM), for the others: at the highest dose activity, negative = inhibition, usual class: inhibitors; 330,000 tested, 0.031% active; note: potency is the fitted concentration of half-maximal effect; % is set by controls: 0 for no effect and ±100 for the full control effect; nearly all actives have a fitted effect of over 80% in size
#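 TR-FRET (320 nm excitation; 590 and 665 nm emission) reports ADP made from 10 uM ATP by 25 nM enzyme; compounds were preincubated 10 min, reaction run 30 min, both at 37°C.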
# pAkt inh = blocks phosphorylation of Akt. Neuro2A IGF-stimulated pAkt S473 HTRF, 20 min; hits give low values. activity change, % for hits at 50 µM. 360,000 tested, 0.32% active; in the data active = activity change below about -80%; inconclusive = mostly about -51% to -80%; note: % is set by controls: 0 for no effect and ±100 for the full control effect
#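 Neuro2A cells in DMEM with 0.5% FBS, overnight at 37 deg C, given compound at single 50 µM final, then IGF (6 nM final) for 20 min at 37 deg C. Lysed; phospho-Akt Ser473 by HTRF after 24 h, 665/615 ratio.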
# Nrf2 inh = Nrf2 pathway inhibition; Potency, µM (titrated, usually from 46 µM), inactives show at the top dose activity change, negative = inhibition, actives largely listed as inhibitors; 360,000 tested, 2.1% active; AID 504444; A549 ARE-Fluc reporter, luciferase luminescence, 18-24 h; note: potency is the fitted concentration of half-maximal effect; % is set by controls: 0 for no effect and ±100 for the full control effect; nearly all actives have a fitted effect of over 60% in size
#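 In this cell-based qHTS, ARE-driven firefly luciferase in A549 cells reports Nrf2 activity; the luminescent signal after BugLite lysis is the measured value, with a prior CellTiter-Fluor read for cell health.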
# Nrf2 ARE act = Nrf2 pathway activation; AREc32 ARE-luciferase reporter (MCF7-derived line), luminescence, 24 h; Potency, µM (highest dose often 46.1 µM), for the others: at the highest dose activation, usual class: activators; 410,000 tested, 0.31% active; AID 624171; note: potency is the fitted concentration of half-maximal effect; % of control where 0% means no effect; nearly all actives have a fitted effect of over 65% in size
#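 Quantitative high-throughput format: AREc32 reporter cells, 1000 per well, received compound by pin transfer and were incubated 24 hr at 37 deg C, 5% CO2, before Steady-Glo luminescence detection.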
# Abeta yeast res = A-beta toxicity reversal in yeast | yeast expressing A-beta42, growth rescue, OD600, 48 h; response scale: 0% DMSO, 100% iron-clioquinol control | Potency, µM (titrated, usually from 46.1 µM), inactives show top-dose growth rescue, hits mostly activators | 410,000 tested, 0.063% active | AID 1347071; note: potency is the fitted concentration of half-maximal effect; nearly all actives have a fitted effect of over 55% in size
#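 Growth rescue measured by 600 nm absorbance after 48 h yeast culture at 30 C with compound. Values normalized between DMSO and an equimolar ferric chloride plus clioquinol control.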
# CCT modulator = changes cytosolic chaperonin activity. activity change, % (concentration not given with the values), hits read low. AID 651819. 360,000 tested, 0.3% active. purified chaperonin ATPase assay, HTRF ADP detection, 30 min; in the data active = activity change below about -30%; note: % is set by controls: 0 for no effect and ±100 for the full control effect
#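 First, chaperonin was dispensed at 40 nM or 20 nM final depending on batch activity. Next, compounds were pinned at 76 uM and ATP added at 10 uM. After 30 min at 37 °C, ADP detection reagents ran 30 min at ambient temperature.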
# TGFb inhibitor = blocks TGF-b signaling; 410,000 tested, 1.2% active; AID 588855; Potency, µM (highest dose often 46.1 µM), without a hit: at the highest dose activity, negative = inhibition, most hits filed as inhibitors; HepG2 CAGA-GFP TGF-b/SMAD3 reporter, GFP fluorescence, 18 h; TGF-beta stimulated, 500 pg/mL final; note: potency is the fitted concentration of half-maximal effect; % is set by controls: 0 for no effect and ±100 for the full control effect; nearly all actives have a fitted effect of over 65% in size
#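 Per well, imaged GFP fluorescence of HEPG2 CAGA-GFP cells gives the signal; cells get compound, then TGF-beta (500 pg/mL final), 18 h at 37 degrees C; %Activity versus -TGF-beta and +DMSO controls.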
# A549 tox = A549 cytotoxicity, counter-screen for Nrf2 inhibitors; A549 ARE-Fluc cells, CellTiter-Fluor viability, 18-24 h; Potency, µM (series often up to 46 µM), for the others: at the highest dose activity change, negative = cytotoxicity, hits mostly inhibitors; 390,000 tested, 0.16% active; AID 504648; note: potency is the fitted concentration of half-maximal effect; % is set by controls: 0 for no effect and ±100 for the full control effect
#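 Cytotoxicity counterscreen: CellTiter-Fluor fluorescence was measured in A549 ARE_Fluc cells after 18-24 h of compound exposure in a concentration series. The subsequent BugLite luminescent read reports ARE-luciferase activity.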
# The depositor's hits bear a star; i = inactive; u = inconclusive; x = not tested or not shown; [ ] = dose if it differs, or a comment. Unless noted, calls come from the whole dose curve; as a rule, active = well fitted curve in the direction sought with a large enough effect; inconclusive = small, poorly fitted or top-dose-only effect, or another doubt; inactive = no such curve, though single readings can be large; an effect the other way counts as inactive or inconclusive.
# Start of the data: the first 3 entries, ahead of the listing:
SMILES,HepG2 tox,MmCpn inh,pAkt inh,Nrf2 inh,Nrf2 ARE act,Abeta yeast res,CCT modulator,TGFb inhibitor,A549 tox
Cc1ccc(S(=O)(=O)/C(=C/Cl)NC(=O)c2ccccc2)cc1,-2.5%,2.7%,i,18.4µM*,u,-4.1%,-1.7,u,-7.1%
O=C(NCc1ccc2c(c1)OCO2)c1ccc2c(c1)N(Cc1c(F)cccc1Cl)C(=O)CS2,-33.9%,-12.6%,i,u,5.9%,0.2%,1.1,-17.1%,-17.9%
COc1ccc(N2C(=O)CC(N3CCN(c4ccccc4F)CC3)C2=O)cc1 (stereo not given),0.2%,2.8%,i,0.4%,-0.9%,10.1%,-0.2,-2.0%,1.9%

# This part in full (from the top)
SMILES,HepG2 tox,MmCpn inh,pAkt inh,Nrf2 inh,Nrf2 ARE act,Abeta yeast res,CCT modulator,TGFb inhibitor,A549 tox
Cc1ccc(S(=O)(=O)/C(=C/Cl)NC(=O)c2ccccc2)cc1,-2.5%,2.7%,i,18.4µM*,u,-4.1%,-1.7,u,-7.1%
O=C(NCc1ccc2c(c1)OCO2)c1ccc2c(c1)N(Cc1c(F)cccc1Cl)C(=O)CS2,-33.9%,-12.6%,i,u,5.9%,0.2%,1.1,-17.1%,-17.9%
COc1ccc(N2C(=O)CC(N3CCN(c4ccccc4F)CC3)C2=O)cc1 (stereo not given),0.2%,2.8%,i,0.4%,-0.9%,10.1%,-0.2,-2.0%,1.9%
CCOC(=O)c1c(S(=O)(=O)NCC(=O)Nc2cccc(C)n2)c(C)n(C)c1C,8.9%,-1.0%,i,8.4%,-2.3%,-3.5%,-0.7,19.7%,-5.9%
CCOc1ccc(C=NN2CCCCCC2)cc1OCC,-20.2%,x,i,0.9%,1.5%,13.6%,-2.6,-22.9%,3.1%
CN(c1ccccc1)S(=O)(=O)c1cccc(C(=O)NCCCN2CCCC2=O)c1,16.7%,-1.0%,i,4.1%,0.3%,-3.2%,-3.7,21.6%,-6.1%
Cc1cccc(-c2nc(NCCN(C)C)c3ccccc3n2)c1,-25.1%,x,i,x,0.7%,10.3%,-3.0,-0.6%,x
COC(=O)C1=C(C)N(Cc2ccc(C)cc2)C(=O)C1,-3.6%,-1.4%,i,13.7%,4.1%,-0.9%,-0.1,-27.4%,-1.0%
O=C(CN1C(=O)NC(Cc2c[nH]c3ccccc23)C1=O)Nc1ccccc1Br (stereo not given),-5.5%,1.4%,i,-13.5%,-0.6%,-1.9%,0.9,3.9%,-5.6%
COc1ccc(/C=C2\CCCC3C2=NN(C(=O)COC(=O)CNC(=O)c2ccccc2)C3c2ccc(OC)cc2)cc1 (stereo not given),-8.3%,-2.4%,i,13µM*,1.6%,1.0%,-3.4,-20.8%,x
Cc1ccc(S(=O)(=O)N2CCCCC2)cc1NC(=O)C1CCN(C(=O)OC(C)(C)C)CC1,-0.1%,x,i,x,-1.0%,2.8%,-1.1,-1.0%,x
Cc1cc(OC(=O)c2cc([N+](=O)[O-])ccc2Cl)c([N+](=O)[O-])c(=O)[nH]1,1.3%,2.1%,i,15.5%,-0.1%,5.5%,0.9,15.5%,-4.9%
COc1ccc(CCN2CN(S(=O)(=O)c3ccc(OC)cc3)c3nc4ccccc4nc32)cc1,-11.4%,-1.2%,i,-0.7%,-0.5%,-4.0%,0.6,-13.9%,4.4%
CCOC(=O)c1ccc(NC(=O)c2ccc(C)c(S(=O)(=O)N3CCOCC3)c2)cc1,-45.1%,-1.5%,i,u,-2.1%,-9.5%,0.9,-5.8%,u
COc1cc(C(C)=O)ccc1OCc1cc(C(=O)N(C)CCC2CCCCO2)no1 (stereo not given),-6.9%,1.7%,i,1.9%,6.5%,x,0.0,-2.4%,0.7%
COc1ccc([C@H]2CC(=O)C=C(c3ccccc3OC)C2)cc1OC,-24.0%,-1.5%,i,u,5.9%,11.9%,-0.2,u,-0.8%
Cc1cc(C)cc(NC(=O)CSc2nnc(CNC(=O)c3c(F)cccc3Cl)o2)c1,-5.9%,x,x,u,4.7%,-2.6%,x,6.0%,0.0%
COc1ccc(-c2nn(-c3ccccc3)cc2C(=O)O)cc1N,-29.1%,-3.5%,i,-6.2%,0.8%,3.3%,0.8,-15.0%,11.8%
Cc1ccc(C)c(NC(=S)N2CCC(NC(=O)C3CCCCC3)CC2)c1,-26.6%,-0.7%,i,-7.8%,0.5%,-20.3%,2.1,u,-5.2%
Cn1c(=O)c2c(nc(OCc3cccnc3)n2Cc2c(F)cccc2Cl)n(C)c1=O,6.6%,-2.9%,i,2.7%,-0.5%,-4.5%,-0.7,-8.7%,-1.9%
CCOC(=O)C1CCN(c2nc(C)cc(C)c2C#N)CC1,-0.3%,-1.9%,i,-3.1%,0.4%,11.9%,-0.6,5.6%,0.0%
CC(/C=C\c1ccccc1)=C/C(=O)O,0.2%,4.9%,i,10.8%,-0.5%,-37.7%[inhibitor],-2.7,-6.7%,-4.6%
COc1cccc(C2=CC(=O)C(C(C)(C)C)N2C(C)(C)C)c1 (stereo not given),-25.1%,x,i,25.7%,5.1%,-12.8%,-0.6,u,7.9%
O=C(NC1CCCN(CCc2ccccc2)C1)c1c(F)cccc1F (stereo not given),15.8%,1.1%,i,5.1%,0.5%,-14.2%,-1.6,6.8%,1.4%
CC(=O)c1cccc(NC(=O)CCc2nnc3ccc(N4CCN(C)CC4)nn23)c1,-1.4%,-1.2%,x,u,-0.4%,9.3%,-2.9,4.3%,-4.1%
C[C@H]1CN([C@@H](C)CO)C(=O)c2c(c3ccccc3n2C)-c2ccccc2CO[C@H]1CN(C)Cc1cccc(F)c1,-78.5%,x,i,x,-1.1%,8.7%,0.5,u,x
C=CCc1cc(OC)ccc1OCCOCCC(C(=O)OCC)C(=O)OCC,-4.1%,-2.4%,i,7.0%,-0.3%,3.9%,-2.3,7.6%,0.6%
CC1CCCCN1CCCNC(=O)C1CCN(c2nc3ccccc3o2)CC1 (stereo not given),-12.0%,-1.2%,i,5.9%,0.2%,-14.4%,1.3,-11.3%,u
COc1ccc2[nH]c(C(=O)N(C)c3ccc(F)cc3F)cc2c1,-13.4%,-0.1%,i,9.9%,3.3%,0.3%,0.2,-3.7%,1.2%
CN(C)S(=O)(=O)NCCNc1ccc(C(F)(F)F)cc1[N+](=O)[O-],-5.0%,u,i,7.1%,6.3%,-15.0%,-1.8,-10.6%,8.0%
S=c1[nH]nc(-c2ccc(Cl)cc2)n1-c1ccc(Cl)cc1,-4.6%,-4.4%,i,-9.0%,0.5%,10µM*,1.0,2.8%,11.4%
CCOC(=O)c1[nH]ncc1CN1CCCC(C(=O)c2cccc3ccccc23)C1 (stereo not given),-38.0%,0.9%,i,1.4%,0.4%,-3.2%,-0.5,-14.3%,-2.2%
COc1ccc2[nH]c(=O)c(CN(CC3CCCO3)C(=O)Nc3ccccc3)cc2c1 (stereo not given),-13.7%,-0.5%,i,-14.2%,-0.8%,11.7%,-2.1,-1.2%,-1.6%
O=C(CSc1nc2ccccc2c(=O)n1Cc1ccco1)NCc1ccco1,4.7%,0.1%,i,7.2%,6.4%,-3.5%,-0.4,-2.1%,-3.2%
O=C(Nc1ccc(F)c(Cl)c1)N1CCCC1,-2.3%,1.8%,i,10.8%,0.7%,-32.4%[inhibitor],-0.1,3.4%,10.0%
Cc1ccc(S(=O)(=O)NCCC(=O)NCC(=O)Nc2c(C)cccc2C)cc1C,1.0%,0.0%,i,-7.0%,0.4%,-6.3%,-0.1,-2.5%,2.3%
O=C(COc1ccc(Cl)cc1)NCCc1csc(-c2ccc(F)cc2)n1,-36.1%,x,x,x,6.5%,-12.7%,x,-13.8%,2.7%
CCCCn1cc(S(=O)(=O)c2ccc(C)c(C)c2)c(=O)c2cc(F)c(N3CCN(C)CC3)cc21,-13.7%,x,x,4.0%,-0.7%,1.9%,x,-2.1%,-19.0%
CC1(C(=O)OCC(=O)Nc2ccc(C(N)=O)cc2)CC1(Cl)Cl (stereo not given),27.6%,-1.6%,i,4.0%,-0.4%,6.9%,-1.6,3.3%,9.2%
COc1ncnc2c1sc1nc(-c3ccccc3)c3c(c12)CCCC3,-0.4%,0.1%,i,2.3%,-0.4%,-5.6%,-2.4,5.3%,3.3%
COc1cccc(C(c2sc3ncnn3c2O)N2CC(C)OC(C)C2)c1 (stereo not given),-2.8%,-0.4%,i,-0.3%,-1.0%,-5.0%,-4.9,0.5%,-0.6%
Cc1ccc(O)c(CCc2ccccc2)n1,1.5%,-0.4%,i,1.1%,3.4%,-7.6%,0.5,u,-5.5%
CCn1c(=O)c2c3c(sc2n(C)c1=O)CCC3,7.8%,-0.8%,x,x,-0.5%,-6.0%,0.0,4.7%,-1.1%
COC(=O)[C@]12CCCCC=C1N(Cc1ccc(Cl)cc1Cl)C(=O)[C@H](CC(=O)N1CCCC1)C2,x,x,i,x,0.8%,6.4%,0.5,x,x
O=S(=O)(Nc1ccc(Cl)cn1)c1ccc(F)cc1,-10.3%,-2.9%,i,-2.1%,-0.4%,-6.9%,-2.7,-13.6%,-2.8%
CCOc1c(CC2C(=O)Nc3ccc(Br)cc32)cccc1OC (stereo not given),-28.2%,x,x,9.6%,4.2%,3.4%,x,-20.1%,1.0%
O=C(O)CCn1c(C(=O)O)cc2sccc21,6.3%,1.1%,i,-18.7%,-0.3%,-4.7%,-2.5,-0.6%,-3.8%
Cc1ccccc1Cn1c(C(=O)OC(C)C)cc2c1ccn2C,-1.6%,-1.6%,i,-7.3%,-0.7%,-14.7%,-1.4,-9.5%,-1.1%
Cc1cc(Nc2ccc(F)cc2)nc(-n2nc(C)cc2C)n1,-26.8%,x,x,x,-0.4%,28.1%,x,u,-11.8%

# Bioassay records: PubChem, National Center for Advancing Translational Sciences (NCATS)
